High-throughput results (PubChem BioAssay)
D1 allo mod: D1 CRE-luciferase signal change, two-sided – cell-based, HEK293 D1, dopamine EC30, D1 allosteric modulator project, primary screen. D(1A) dopamine receptor (Homo sapiens), P21728. dopamine EC30 potentiation; actives deviate in either direction. B-score at 10 µM. 58,000 tested, 5.9% active;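 active means luminescence count or its row- and column-corrected plate score outside the 99.7% band of the plate's sample wells, on either side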
Target sequence (P21728 whole entry, looked up): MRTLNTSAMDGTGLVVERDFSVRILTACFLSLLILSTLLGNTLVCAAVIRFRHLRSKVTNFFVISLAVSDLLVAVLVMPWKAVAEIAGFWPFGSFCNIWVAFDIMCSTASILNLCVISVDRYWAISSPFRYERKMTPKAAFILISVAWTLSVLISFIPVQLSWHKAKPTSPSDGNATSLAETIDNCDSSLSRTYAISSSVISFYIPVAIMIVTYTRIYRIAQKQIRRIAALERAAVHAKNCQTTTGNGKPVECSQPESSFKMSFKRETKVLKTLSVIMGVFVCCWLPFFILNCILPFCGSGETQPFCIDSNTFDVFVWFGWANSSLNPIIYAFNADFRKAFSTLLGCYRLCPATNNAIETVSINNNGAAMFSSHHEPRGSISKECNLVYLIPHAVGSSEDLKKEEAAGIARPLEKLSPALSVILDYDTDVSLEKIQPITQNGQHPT
tolC growth inh: growth inhibitors of E. coli tolC mutant, primary screen, strain BW25113 ΔtolC::kan, 384-well. OD615. growth inhibition, % at 10 µM (by protocol). 65,000 tested, 2.2% active. AID 573, 2007;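 active means growth inhibition at or above a cutoff equal to the mean over every tested compound plus 3 SD, cut at about 60% in these data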;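 further: growth measured after 20 h incubation at 37 °C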
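Material: E. coli BW25113 ΔtolC::kan, tolC deletion mutant strain. Measure: percent growth inhibition. Schedule: 37 °C, 20 h exposure. Doses: single-point testing at 10 µM. Signal: A615 absorbance measurement. Buffer or medium: kanamycin-containing LB broth (50 µg/mL).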
E coli RNAP: E. coli RNAP inhibitors, biochemical; inhibition, %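 (tested at 10 µM)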; DNA-directed RNA polymerase subunit beta (Escherichia coli (strain K12)), P0A8V2; 62,000 tested, 0.2% active; E. coli RNA polymerase, fluorescence transcription assay; in the data active means inhibition above about 20%;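 further: 0% = enzyme without compound and 100% = no enzyme blank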
CatB mixtures: cathepsin B inhibitors from pooled compounds, primary screen, biochemical, compound mixtures, AMC fluorescence. P07858. Purified cathepsin B, AMC dipeptide fluorescence. inhibition, %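 (ten-compound pools at 5 µM per compound and 50 µM total)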. 62,000 tested, 0.06% active. AID 488, 2006; in the data active means inhibition above about 22%, passing the limit was not always enough;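 further: 0% = enzyme without compound and 100% = no enzyme blank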
Hsp90 inh: tumor Hsp90 inhibitors, primary screen, cell lysate, fluorescence polarization, NCI-N417 lysate | 64,000 tested, 0.35% active | Cy3B-geldanamycin FP displacement | inhibition, % at 30 µM | Heat shock protein HSP 90-alpha (Homo sapiens), P07900;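 active means inhibition above 50%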;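 further: 0% = tracer plus lysate wells and 100% = tracer alone without lysate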
CatB block: human cathepsin B inhibitors, primary screen, biochemical, fluorogenic substrate. 63,000 tested, 0.1% active. inhibition, %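 (tested at 10 µM)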. AID 453, 2006. P07858. purified cathepsin B, fluorescence; in the data active means inhibition above about 21%;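 further: 0% = enzyme with no compound and 100% = no enzyme blank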
Cdc25B inh: inhibitors of Cdc25B phosphatase catalytic domain, primary screen, biochemical, OMFP fluorescence. recombinant Cdc25B, OMFP fluorescence Ex485/Em525. 65,000 tested, 0.1% active. AID 368, 2006. inhibition, %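 (compounds tested at 10 µM final in the well)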; in the data active means inhibition above about 50%
AP complement: alternative complement pathway inhibitors, primary screen, biochemical, ELISA, human serum, orthogonally pooled compounds. LPS-coated ELISA, C3 deposition; tested in compound mixtures. inhibition, % at 5 µM. 62,000 tested, 0.08% active. AID 1235, 2008;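 active means inhibition above 30% in each of the two pooled mixtures holding the compound, so the lower value exceeds 30%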;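 further: 0% = serum in Mg-EGTA without compound and 100% = EDTA serum blank; some compounds past the cut are filed as inactive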
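Assay system: Human serum alternative complement pathway, C3 deposition on LPS-coated wells | Incubation: 1 h serum-compound exposure at 37 °C | Doses: 5 µM per compound in ten-compound mixtures | Read-out: Percent inhibition | Technique: ELISA with HRP anti-human C3 antibody, TMB substrate, absorbance 450 nm | Replication: Two pool placements per compound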
MKP-1 inh: MKP-1 phosphatase inhibitors, primary screen, biochemical, in vitro; recombinant MKP-1, OMFP hydrolysis fluorescence; inhibition, %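 (compounds tested at a single concentration somewhere between 10 and 100 µM)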; 65,000 tested, 0.15% active;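 active means inhibition above about 50%, limit read from the data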;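 further: 0% = DMSO max control wells and 100% = wells with enzyme stopped by NaOH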
Target sequence (P28562 whole entry, looked up): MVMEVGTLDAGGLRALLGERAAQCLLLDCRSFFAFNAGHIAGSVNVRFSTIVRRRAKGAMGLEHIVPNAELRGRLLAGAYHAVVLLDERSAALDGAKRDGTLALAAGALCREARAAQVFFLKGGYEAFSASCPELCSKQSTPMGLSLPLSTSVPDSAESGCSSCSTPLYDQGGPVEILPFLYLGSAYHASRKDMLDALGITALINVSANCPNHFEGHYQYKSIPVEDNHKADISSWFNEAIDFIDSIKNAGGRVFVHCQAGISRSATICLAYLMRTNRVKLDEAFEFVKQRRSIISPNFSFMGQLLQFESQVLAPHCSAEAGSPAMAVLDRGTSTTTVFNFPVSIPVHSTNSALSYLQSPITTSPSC
Numbers without * were called inactive; . = not tested or not shown. Hits appear at their usual frequency; 7.6% or so of the library scored in one or more.

SMILES | D1 allo mod | tolC growth inh | E coli RNAP | CatB mixtures | Hsp90 inh | CatB block | Cdc25B inh | AP complement | MKP-1 inh
CCOc1ccc(OCC)c(N=c2oc3c(C)ncc(CO)c3cc2C(N)=O)c1 | 0.1 | -6 | 2 | 1 | -1 | 2 | -7 | 84* | 38
O=C(OCn1cncn1)c1ccc(Cl)cc1Cl | -0.035 | -3 | -8 | 1 | 1 | 5 | -10 | 15 | 2
CCOc1ccccc1CNC(=O)CCN1C(=O)COc2ccccc21 | 1.6 | -1 | -5 | 4 | 3 | 2 | -8 | -2 | -15
COC(=O)c1ccccc1NC(=O)c1ccccc1N(C)S(C)(=O)=O | -0.0093 | 3 | -1 | 1 | -7 | -3 | -13 | 3 | 4
Cc1cccc2sc(NC(=O)C3CCCO3)nc12 (stereo not drawn) | 1.3 | -5 | 5 | -1 | -4 | 4 | -4 | 9 | 6
CCC(c1nnnn1Cc1ccco1)N1CCN(c2cc(Cl)ccc2C)CC1 (stereo not drawn) | -1.2 | 43 | . | 5 | 1 | 5 | -8 | -4 | 11
Cc1ccc(-n2nc3c(c2NC(=O)c2ccccc2Br)CS(=O)C3)cc1 (stereo not drawn) | 0.35 | 8 | 3 | 1 | -4 | 0 | -6 | 20 | 7
Cc1ccc2nc(NC(=O)CCNS(=O)(=O)c3ccc(Br)s3)sc2c1 | -0.71 | 54 | 0 | 2 | -5 | -6 | 8 | 7 | 22
Cc1cc(C)n(/N=C/c2ccccc2)c(=O)c1C#N | 0.021 | -9 | 1 | -1 | -1 | 1 | -9 | 12 | -1
CC1(C)CC(=O)C(C2(O)C(=O)N(Cc3ccccc3)c3ccccc32)CO1 (stereo not drawn) | 0.57 | -8 | . | -6 | -3 | . | -12 | 13 | 6
N#Cc1cc(C(=O)c2cc(Cl)ccc2O)cn(CC2CCCO2)c1=O (stereo not drawn) | . | 4 | 2 | 17 | 13 | 2 | -22 | 7 | 10
Cc1ncsc1C(=O)Nc1nc2c(s1)CCCC2 | -1.5 | -18 | 1 | -4 | -4 | 2 | -1 | 10 | -8
COc1ccc(CN2CCOCC2)c(C)c1C | -1.4 | -15 | 2 | 7 | -1 | . | -9 | 22 | -6
O=S(=O)(c1ccccc1)C1(S(=O)(=O)c2ccccc2)CCCC1 | -0.89 | 0 | . | -4 | 1 | -1 | -7 | 6 | 9
CC1(C)Cc2ccccc2-c2n[nH]c(=S)n21 | 0.3 | 1 | 5 | 4 | -1 | 6 | 8 | 2 | 5
CCCCn1c(SCC(=O)Nc2nnc(CC)s2)nc2ccccc2c1=O | 0.27 | -15 | 11 | 1 | -3 | 7 | -13 | 8 | 17
CN(C)S(=O)(=O)c1cccc(CSc2cccc[n+]2[O-])c1 | -0.63 | -3 | 4 | -12 | 0 | 7 | 2 | -12 | -11
CCOC(=O)C1CCCN(C(=O)C2CCC(CNS(=O)(=O)c3ccc(NC(C)=O)cc3)CC2)C1 (stereo not drawn) | -0.088 | 0 | -3 | -3 | -1 | 3 | -7 | -2 | 17
Cc1nn2c(CN(C(=O)c3ccco3)c3ccccc3)nnc2c2ccccc12 | 0.78 | 9 | 3 | 5 | -4 | -2 | 2 | 9 | -1
CCCOc1ccc2[nH]cc(C(=O)O)c(=O)c2c1 | 0.75 | -1 | 0 | 5 | 3 | 0 | 6 | 16 | 15
COC(=O)c1cc2ccsc2n1Cc1nc(-c2ccc(OC)cc2)oc1C | 0.35 | 24 | 2 | 6 | 0 | -3 | -15 | 10 | -7
CCN(CC)C(=O)CN(c1cc(Cl)ccc1OC)S(C)(=O)=O | 0.037 | -12 | 8 | 4 | -2 | 3 | -4 | 6 | -8
CCN1CCN(C(=O)c2nn(-c3ccc(C)cc3)c(=O)c3c2c2ccccc2n3C)CC1 | 4.8* | -25 | 7 | 2 | 3 | 7 | -9 | -7 | 3
Cc1ccc2cc(C)c(NCCO)nc2c1 | -1.7 | -5 | 4 | 2 | -2 | 0 | 0 | 0 | -22
Cc1ccnc(NS(=O)(=O)c2cccc3nsnc23)c1 | 0.61 | -19 | 4 | 1 | -5 | 6 | -2 | 11 | 24
COc1cc(NC(=O)CN(c2ccc(C)cc2)S(=O)(=O)c2c(C)nn(C)c2C)cc(OC)c1 | . | -20 | 3 | 2 | -3 | -7 | 19 | 12 | 16
CCCCSc1nnc([C@H](C)NC(=O)OC(C)(C)C)o1 | -0.47 | 0 | -9 | -4 | 1 | -4 | 4 | 8 | -1
O=C1c2ccccc2C(Nc2ccc(S(=O)(=O)N3CCOCC3)cc2)N1c1cccnc1 (stereo not drawn) | 0.83 | 4 | 5 | 3 | -5 | 2 | -4 | 14 | 7
O=S(=O)(c1cccc(Cl)c1Cl)N1CCCCC1 | 0.067 | 11 | 7 | -1 | -2 | . | -41 | -10 | 0
O=C1CS/C(=C\S(=O)(=O)c2ccc(Cl)cc2)N1 | 0.2 | -4 | 10 | 16 | -1 | -1 | -6 | -4 | 6
COC(=O)c1c(NC(=O)CSc2nnnn2-c2ccccc2)sc2c1CCC(C)C2 (stereo not drawn) | 0.086 | 2 | 6 | 2 | . | -3 | 2 | 1 | 0
O=C(/N=C1\NC(=O)C(F)(C(F)(F)F)S1)NC1CCCCC1 (stereo not drawn) | -0.91 | 24 | 25* | 8 | -3 | 4 | 0 | 8 | 4
CCN(Cc1ccccc1)C(=O)c1ccccc1C | 0.0041 | -6 | . | 2 | -1 | 2 | -23 | 20 | 9
CCC1(C)Cc2c(sc3nc4n(c(=O)c23)CCCS4)CO1 (stereo not drawn) | 2.4* | -9 | 6 | 0 | 0 | 7 | -3 | -8 | 14
CSc1nnc2c(n1)OC(c1cn(C)c3ccccc13)N(C(C)=O)c1ccccc1-2 (stereo not drawn) | 0.43 | -5 | 3 | 2 | . | 4 | -10 | 12 | 17
Cc1ccn(CC(=O)O)c(=O)c1 | 0.16 | -12 | 8 | 4 | 1 | 0 | -13 | 8 | 5
Cc1cccc(Nc2nn3c(=O)c4ccccc4nc3s2)c1 | . | -16 | 4 | 6 | -3 | -3 | -3 | 13 | 32
Cc1ccc(Cn2c(SCCN3CCCCC3)nc3c2c(=O)[nH]c(=O)n3C)cc1 | -0.35 | -3 | 6 | 3 | -2 | 3 | -1 | -7 | 5
CCCC(=O)N1CC2(C)CN(C(=O)CCC)CC(CCC)(C1)C2=O | . | -24 | 9 | -3 | -3 | -2 | 6 | -8 | 0
Cc1cccc(-n2c(N)c(C(=O)N3CCN(C)CC3)sc2=S)c1 | -0.95 | -8 | 8 | 7 | -1 | 9 | -7 | -3 | -4
O=C(NCc1ccccc1)c1ccc(=O)[nH]n1 | . | 15 | -11 | . | -3 | 4 | -29 | . | -14
Cc1ccnc(NC(=O)COC(=O)C2COc3ccccc3O2)n1 (stereo not drawn) | 0.16 | -7 | 4 | 5 | -4 | 1 | -5 | 11 | 3
CCC(=O)N1CCc2cc(S(=O)(=O)CCC(=O)Nc3ccc(F)c(F)c3)ccc21 | -0.12 | -8 | -13 | -2 | -1 | 2 | 1 | -1 | -10
CCC(c1nc2ccccc2c(=O)n1CCCn1ccnc1)N1C(=O)c2ccccc2C1=O (stereo not drawn) | 4.7 | -5 | 4 | 3 | -3 | 0 | -19 | 18 | 12
O=C1CC(SC(=NCc2ccc3c(c2)OCO3)Nc2ccccc2)C(=O)N1 (stereo not drawn) | 1.1 | 4 | 5 | 2 | 2 | 6 | -14 | 10 | 4

Single values from the results shown:
Result of `Cc1ccn(CC(=O)O)c(=O)c1` in tolC growth inh: -12
Result of `N#Cc1cc(C(=O)c2cc(Cl)ccc2O)cn(CC2CCCO2)c1=O` (stereo not drawn) in tolC growth inh: 4

Additional compounds:
SMILES | D1 allo mod | tolC growth inh | E coli RNAP | CatB mixtures | Hsp90 inh | CatB block | Cdc25B inh | AP complement | MKP-1 inh
Fc1ccc(-c2cc3nc(-c4ccccc4)cc(N4CCN(CCN5CCOCC5)CC4)n3n2)cc1 | -0.65 | 29 | 3 | 0 | -2 | -3 | -26 | 15 | 33
COc1ccc(CC(C(=O)Nc2cccc(F)c2)c2nn[nH]n2)c(OC)c1 (stereo not drawn) | . | -20 | 5 | 6 | -1 | -2 | 5 | -2 | -12
Cn1c(Cn2c(=O)sc3ccccc32)nnc1SCC(=O)Nc1ccc2c(c1)OCO2 | 0.72 | -6 | 4 | 2 | -2 | 5 | -9 | 24 | 8
CCN(CC)S(=O)(=O)c1cccc(C(=O)Nc2ccc(C#N)cc2)c1 | -4.2 | 16 | 2 | 0 | 0 | 0 | 2 | 0 | 4
O=C(CCNS(=O)(=O)c1ccc2c(c1)CCC(=O)N2)NCc1cccnc1 | -0.42 | 19 | -5 | -3 | 4 | -3 | 0 | -11 | 5
COc1cccc(C2c3c(oc4ccccc4c3=O)C(=O)N2CCCN(C)C)c1OC (stereo not drawn) | -0.12 | -31 | 2 | -2 | 1 | -2 | -14 | 9 | 16
Cc1ccc(C(=O)Cn2c(N3CCOCC3)nc3c2c(=O)n(C)c(=O)n3C)cc1 | 0.71 | -14 | 5 | 6 | 0 | -5 | 17 | 10 | 25

Molecules from the list above containing an aryl thioether with sulfur outside any ring (seven):
SMILES | D1 allo mod | tolC growth inh | E coli RNAP | CatB mixtures | Hsp90 inh | CatB block | Cdc25B inh | AP complement | MKP-1 inh
CCCCn1c(SCC(=O)Nc2nnc(CC)s2)nc2ccccc2c1=O | 0.27 | -15 | 11 | 1 | -3 | 7 | -13 | 8 | 17
CN(C)S(=O)(=O)c1cccc(CSc2cccc[n+]2[O-])c1 | -0.63 | -3 | 4 | -12 | 0 | 7 | 2 | -12 | -11
CCCCSc1nnc([C@H](C)NC(=O)OC(C)(C)C)o1 | -0.47 | 0 | -9 | -4 | 1 | -4 | 4 | 8 | -1
COC(=O)c1c(NC(=O)CSc2nnnn2-c2ccccc2)sc2c1CCC(C)C2 (stereo not drawn) | 0.086 | 2 | 6 | 2 | . | -3 | 2 | 1 | 0
CSc1nnc2c(n1)OC(c1cn(C)c3ccccc13)N(C(C)=O)c1ccccc1-2 (stereo not drawn) | 0.43 | -5 | 3 | 2 | . | 4 | -10 | 12 | 17
Cc1ccc(Cn2c(SCCN3CCCCC3)nc3c2c(=O)[nH]c(=O)n3C)cc1 | -0.35 | -3 | 6 | 3 | -2 | 3 | -1 | -7 | 5
Cn1c(Cn2c(=O)sc3ccccc32)nnc1SCC(=O)Nc1ccc2c(c1)OCO2 | 0.72 | -6 | 4 | 2 | -2 | 5 | -9 | 24 | 8

Profiles, looked up by structure. Order of screens: D1 allo mod | tolC growth inh | E coli RNAP | CatB mixtures | Hsp90 inh | CatB block | Cdc25B inh | AP complement | MKP-1 inh
COc1ccc(CC(C(=O)Nc2cccc(F)c2)c2nn[nH]n2)c(OC)c1 (stereo not drawn) across the screens: . | -20 | 5 | 6 | -1 | -2 | 5 | -2 | -12
COc1cccc(C2c3c(oc4ccccc4c3=O)C(=O)N2CCCN(C)C)c1OC (stereo not drawn) across the screens: -0.12 | -31 | 2 | -2 | 1 | -2 | -14 | 9 | 16
CCN(CC)S(=O)(=O)c1cccc(C(=O)Nc2ccc(C#N)cc2)c1 across the screens: -4.2 | 16 | 2 | 0 | 0 | 0 | 2 | 0 | 4
